High-throughput results as filed in PubChem BioAssay.
EBV gp42 block = Epstein-Barr virus gp42 inhibitors, primary screen, biochemical, uHTS, fluorescence polarization; AID 1085, 2008; hit rate 0.42% among 220,000; inhibition, % (tested at 21.74 µM); Fluorescence polarization binding assay, mP read-out; Glycoprotein 42 (Epstein-Barr virus (strain AG876)), Q1HVG2; in the data active means inhibition above about 50%
m-calpain inh = inhibitors of pig calpain II, primary screen, biochemical, fluorogenic peptide substrate, 1536-well | purified calpain II, 30 min | inhibition, % at 16 µM | hit rate 0.37% among 220,000 | AID 1236, 2008;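 active means inhibition above about 50%, limit read from the data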
TbHK1 inh = Trypanosoma brucei hexokinase 1 inhibitors, primary screen, biochemical, G6PDH-coupled NADH absorbance, MLSCN library | hexokinase 1 [Trypanosoma brucei] | recombinant TbHK1, G6PDH-coupled NADH A340 | inhibition, % at 10 µM | hit rate 0.11% among 220,000 | AID 1430, 2008;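 active means inhibition of 50% or more in the single-dose primary screen; inactive means inhibition below 50%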
PPC-1+TRAIL kill = compounds killing PPC-1 cancer cells with TRAIL present, primary screen, TRAIL potentiator project, ATPLite luminescence, uHTS. PPC-1 cells + TRAIL, ATPLite viability luminescence. cell killing (% activity), % at 4 µM. hit rate 0.41% among 220,000;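 active means cell killing above 50% in the first pass at 4 µM, then a duplicate retest at 5 µM averaging 50% or more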;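 further: plate controls were cells with TRAIL plus DMSO for no effect and medium-only wells lacking cells for full effect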
TRPN1 ag = zebrafish TRPN1 channel agonists, primary screen, cell-based, HEK293, calcium fluorescence; AID 1424, 2008; transient receptor potential cation channel N1 (TRPN1/NompC), Danio rerio; HEK293 zebrafish TRPN1-YFP, Fluo-8 calcium fluorescence; 100% = response to 87 µM carbachol; hit rate 0.18% among 220,000; activation, % at 3 µM;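 active means activation above its plate's cutoff, the mean activation of test wells on that plate plus 3 SD, cut at about 19% in these data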;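 further: 0% = DMSO alone and 100% = 87 µM carbachol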
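System: zebrafish TRPN1-YFP in HEK293 cells / Dosing: 3 µM single point / Timing: dye loading 1 h at 37 °C, then 30 min room temperature / Signal: Fluo-8 calcium fluorescence, excitation 470-495 nm, emission 515-575 nm / Read-out basis: percent activation from peak over basal fluorescence ratio, control-normalized / Control set: high carbachol 87 µM, low DMSO alone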
Thrombin inh = human alpha-thrombin inhibitors, primary screen, counter-screen for coagulation protease inhibitor project, biochemical, 1536-well, fluorogenic AMC substrate; Prothrombin (Homo sapiens), P00734; Boc-VPR-AMC fluorogenic substrate cleavage; inhibition, % at 5 µM; hit rate 0.26% among 220,000; AID 1046, 2008;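 active means inhibition at or above 40%; inactive means inhibition below 40%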;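 further: 0% = enzyme with no compound and 100% = wells without enzyme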
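Material: human alpha-thrombin protein. Incubation: reaction at ambient temperature. Technique: fluorescence of released AMC, ex 355 nm, em 460 nm. Control set: no-compound enzyme wells and no-enzyme blanks. Also added: Boc-VPR-AMC substrate, 15 µM final. Buffer or medium: pH 7.5 Tris (50 mM) with NaCl 150 mM, Tween 20 0.05%.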
TRPML3 ag = human TRPML3 channel agonists, primary screen, cell-based, HEK293 TRPML3-YFP, Fluo-8 calcium fluorescence, 3 µM. 100% = the carbachol control signal. hit rate 0.29% among 220,000. activation, % at 3 µM;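 active means activation above its plate's cutoff, the mean activation of the plate's test wells plus 3 SD, cut at about 12% in these data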;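 further: 0% = DMSO only wells and 100% = carbachol wells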
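Material: HEK293 cells stably carrying human TRPML3-YFP; compound dosing: single dose, 3 µM final nominal compound, 0.3% DMSO final; incubation: 1-h 37 °C dye load, 5-s basal, 120-s post-compound reads; technique: Fluo-8 intracellular calcium fluorescence, excitation 470-495 nm, emission 515-575 nm; read-out basis: percent activation from peak-to-basal fluorescence ratio, scaled between DMSO and carbachol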
KCC2 mod = KCC2 cotransporter modulators, thallium flux, primary screen, cell-based, HEK293 KCC2, FluoZin-2 fluorescence, MLSMR. KCC2 cells, thallium flux FluoZin-2 fluorescence. B-score of Tl+ flux slope (higher = more flux/activation; lower = inhibition) at 10 µM. hit rate 2.2% among 190,000;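 active means thallium flux slope and its plate-corrected score both differing from the plate sample mean at a set confidence after two filtering rounds, in either direction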;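 further: slope of fluorescence scaled to starting intensity during 10 to 20 s after thallium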
Target sequence (Q9H2X9 whole entry, looked up): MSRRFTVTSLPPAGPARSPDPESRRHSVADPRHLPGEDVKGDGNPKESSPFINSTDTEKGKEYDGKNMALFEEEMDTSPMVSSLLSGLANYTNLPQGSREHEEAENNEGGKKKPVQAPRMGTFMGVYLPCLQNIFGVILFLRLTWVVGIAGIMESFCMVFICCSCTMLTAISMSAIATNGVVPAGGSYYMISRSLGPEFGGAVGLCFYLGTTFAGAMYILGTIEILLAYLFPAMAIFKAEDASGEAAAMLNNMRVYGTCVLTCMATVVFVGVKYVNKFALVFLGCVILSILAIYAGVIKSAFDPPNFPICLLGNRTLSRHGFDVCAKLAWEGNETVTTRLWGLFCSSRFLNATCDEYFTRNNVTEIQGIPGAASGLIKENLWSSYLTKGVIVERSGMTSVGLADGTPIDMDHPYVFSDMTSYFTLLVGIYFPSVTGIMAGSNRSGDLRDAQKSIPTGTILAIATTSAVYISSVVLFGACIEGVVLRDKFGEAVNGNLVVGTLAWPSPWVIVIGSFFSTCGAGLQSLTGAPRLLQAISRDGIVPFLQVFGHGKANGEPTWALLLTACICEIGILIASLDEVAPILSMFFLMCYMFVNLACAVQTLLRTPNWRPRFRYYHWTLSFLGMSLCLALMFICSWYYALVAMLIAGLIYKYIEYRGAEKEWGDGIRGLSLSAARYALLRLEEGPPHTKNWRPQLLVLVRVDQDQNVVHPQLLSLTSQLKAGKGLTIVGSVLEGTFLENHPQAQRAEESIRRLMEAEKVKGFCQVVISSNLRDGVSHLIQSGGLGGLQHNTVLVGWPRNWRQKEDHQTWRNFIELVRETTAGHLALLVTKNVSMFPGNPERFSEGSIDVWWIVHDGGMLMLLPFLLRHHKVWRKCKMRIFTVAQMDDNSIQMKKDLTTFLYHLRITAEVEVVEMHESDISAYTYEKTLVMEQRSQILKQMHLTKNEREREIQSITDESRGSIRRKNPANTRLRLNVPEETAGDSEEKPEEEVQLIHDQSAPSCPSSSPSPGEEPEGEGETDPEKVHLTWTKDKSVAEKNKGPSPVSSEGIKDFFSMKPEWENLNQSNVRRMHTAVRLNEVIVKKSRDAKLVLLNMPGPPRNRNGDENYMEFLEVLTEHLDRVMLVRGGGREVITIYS
Furin inh = human furin inhibitors, primary screen, biochemical, fluorescence intensity. hit rate 0.061% among 220,000. purified furin, fluorogenic substrate cleavage. inhibition, % at 30 µM. P09958; in the data active means inhibition above about 25%; further: inactives centre near -15
Numbers without * were called inactive; i = inactive; . = no result given; [ ] = another dose, or the depositor's remark.

SMILES	EBV gp42 block	m-calpain inh	TbHK1 inh	PPC-1+TRAIL kill	TRPN1 ag	Thrombin inh	TRPML3 ag	KCC2 mod	Furin inh
O=C(O)/C=C/C(=O)NC1CC1	-8	-43	-6	15	0.3	16	0.5	-0.34	-22
COc1ccc(N(CCC#N)S(=O)(=O)c2ccc(Cl)cc2)cc1	-7	13	-4	23	-0.9	1	12*	.	2[20 µM]
Cc1ccc(N(C(=O)c2ccncc2)C2C=CS(=O)(=O)C2)cc1 (centres undefined)	-6	10	2	9	-0.6	3	-0.2	1.5	-16
COc1ccc(OC)c2c1sc(=NC(=O)C(C)C)n2C	5	8	-9	3	-0.5	1	0.2	.	-24
COc1cc(/C=C(/C#N)c2nc(-c3cc4ccccc4oc3=O)cs2)cc([N+](=O)[O-])c1O	64*	42	7	30	1.8	1	1.3	.	-22
Cn1c(=O)[nH]c(=O)c2c1nc(OC(=O)c1ccccc1)n2CC(O)COc1ccccc1 (centres undefined)	-24	-8	16	-7	1.2	2	0.1	0.94	-8
COc1ccc(-c2nn(-c3ccccc3)cc2C2CC(c3cccs3)=NN2C(=O)CCC(=O)O)cc1 (centres undefined)	2	-26	-14	7	2.1	0	0.6	-2.6	-21
CCOC(=O)CSc1nc(N)nc(C)c1Cl	-18	-20	-12	.	-0.7	8	1.0	-0.038	-31
O=C(NN=C1c2ccccc2-c2ccccc21)c1ccccn1	-4	-49	0	24	-0.1	3	-0.2	-1.2	-7[20 µM]
Cc1ccc2nc(C)cc(NCCO)c2c1	2	1	-30	7	0.8	-3	-0.2	-0.17	-14[20 µM]
CC1CC1C(=O)OCC(=O)NCc1ccccc1Cl (centres undefined)	-14	13	3	13	0.2	12	-0.2	.	2
Cc1ccc2[nH]c3c(=O)n(Cc4ccccn4)cnc3c2c1	-9	-162	-9	3	-1.2	-8	-1.2	0.15	-8[20 µM]
CC(c1ccccc1)N1CCn2c(nc3cc(NC(=O)NC4CCCCC4)ccc32)C1 (centres undefined)	20	i	1	5	2.6	-3	0.1	.	-14[20 µM]
Cn1cccc1Cc1nnc(SCC(=O)Nc2cccc(F)c2)n1-c1ccc(F)cc1	-4	13	7	0	0.3	-3	0.3	-0.18	-21
CCn1c(N2CCN(C(=S)NC)CC2)nc2ccccc21	6	-4	4	3	0.6	-2	0.6	.	-16
CC1=CC(C)(C)NC(=S)N1c1cccc(C)c1	-11	-2	6	14	0.8	-2	-0.5	0.32	-16[20 µM]
CCOC(=O)c1c(NC(=O)c2ccccc2C)sc2c1CC(C)(C)OC2	1	7	-11	12	0.1	-3	0.2	-3.7	-10[20 µM]
Cc1ccccc1NC(=O)CCN1CCCC1	-13	-9	2	3	0.5	-9	1.4	-0.053	-20
CC(C)C12CN3CC(C(C)C)(CN(C1)C3c1ccc([N+](=O)[O-])o1)C2=O (centres undefined)	-17	-10	-24	14	1.2	1	1.2	0.61	-14
S=C(N/N=C/c1ccccc1Cl)Nc1ccccc1	-9	23	0	-1	-2.5	7	-1.4	16*	-18[20 µM]

5 consecutive entries out of the list so far, quoted:
SMILES	EBV gp42 block	m-calpain inh	TbHK1 inh	PPC-1+TRAIL kill	TRPN1 ag	Thrombin inh	TRPML3 ag	KCC2 mod	Furin inh
CC1=CC(C)(C)NC(=S)N1c1cccc(C)c1	-11	-2	6	14	0.8	-2	-0.5	0.32	-16[20 µM]
CCOC(=O)c1c(NC(=O)c2ccccc2C)sc2c1CC(C)(C)OC2	1	7	-11	12	0.1	-3	0.2	-3.7	-10[20 µM]
Cc1ccccc1NC(=O)CCN1CCCC1	-13	-9	2	3	0.5	-9	1.4	-0.053	-20
CC(C)C12CN3CC(C(C)C)(CN(C1)C3c1ccc([N+](=O)[O-])o1)C2=O (centres undefined)	-17	-10	-24	14	1.2	1	1.2	0.61	-14
S=C(N/N=C/c1ccccc1Cl)Nc1ccccc1	-9	23	0	-1	-2.5	7	-1.4	16*	-18[20 µM]

Later entries
SMILES	EBV gp42 block	m-calpain inh	TbHK1 inh	PPC-1+TRAIL kill	TRPN1 ag	Thrombin inh	TRPML3 ag	KCC2 mod	Furin inh
Cc1c(-c2ccccc2)[n+](=O)c2c(n1[O-])CCCCC2	-10	0	4	20	0.5	-7	1.3	0.051	-22
O=C(COC(=O)CNC(=O)c1ccc(Cl)cc1)Nc1cccc(S(=O)(=O)N2CCCC2)c1	-8	6	4	11	2.6	-1	0.5	-0.43	-24
CC12CCC(C(=O)N3CCC(Cc4ccccc4)CC3)(C(=O)C1=O)C2(C)C (centres undefined)	-5	22	1	-5	2.3	0	-1.4	-1.4	-11
O=C(NNC1CC(=O)N(c2cccc(Cl)c2)C1=O)c1cccnc1 (centres undefined)	-21	-4	-2	14	0.5	-2	0.7	0.53	-25
CCSc1nc(-c2ccccc2)nc2c1CCCC2	1	-10	0	5	0.3	-8	0.6	0.21	-21
CC(C)N(C(=O)COC(=O)c1ccccc1C(=O)N1CCN(c2ccc(F)cc2)CC1)C(C)C	-3	-12	2	5	0.6	-5	0.4	-0.49	-23
O=[N+]([O-])c1ccccc1OCC(O)CNC1CCCC1 (centres undefined)	3	-18	-19	27	1.1	1	0.8	-1.5	-28
COc1cccc2sc(NNC(=O)COc3ccccc3)nc12	11	20	6	-11	0.1	-3	0.6	0.38	-15
CC1(C)Cc2ccccc2C(NNC(=O)c2ccccn2)=N1	-17	-17	-22	8	1.1	3	-0.1	-0.19	-12[20 µM]
COc1ccc(-c2cc(C(=O)Nc3nc4c(C)cccc4s3)c3ccccc3n2)cc1OC	0	-98	-25	-1	1.6	-6	-0.1	0.18	-10
Cc1ccccc1N1CCN(CCCOc2ccc3c(C)cc(=O)oc3c2)CC1	-16	-22	-9	-5	-1.3	-2	0.8	-0.34	-18[20 µM]
CCOC(=O)C1(S(=O)(=O)c2ccc(Cl)cc2)CCN(Cc2ccccc2)CC1	-20	25	-4	10	-0.5	-2	-0.4	.	-15
COCCNC(=O)Nc1ccc2c(c1)N(C)C(=O)CS2	3	-108	-2	6	0.4	-16	0.6	0.12	-10[20 µM]
CC(C)n1c(=O)c2c(O)cc(=O)oc2c2ccccc21	-21	-90	-5	18	-0.9	0	0.6	0.099	-16[20 µM]
O=C(Cn1nnc(-c2ccccc2)n1)OC1CCOC1=O (centres undefined)	-20	-19	-1	13	0.1	-6	0.7	0.15	-4
CCCC(=O)Nc1ccc(NC(=O)c2ccccc2Cl)nc1	22	-151	-5	18	0.5	-1	0.4	.	-17
Cc1cc(C)nc(Sc2nc(C)nc3c2oc2ccccc23)n1	12	34	-22	2	-0.7	-2	0.3	.	-18
Cc1ccsc1C(=O)Nc1ccc2c(c1)OCCO2	-7	-4	-8	31	-0.3	-7	0.6	-0.76	-15
CC(CNC(=O)c1cccs1)c1ccc([N+](=O)[O-])cc1 (centres undefined)	-4	-3	3	6	-0.1	2	-0.1	-1.1	-25
COc1cc2c(C)nc3c(c(C)nn3-c3ccccc3)c2cc1OC	1	-230	-16	13	0.7	2	0.3	.	-14
CC1(C)CC(=O)C2=C(C1)N=C1SCCC(=O)N1C2c1ccccc1 (centres undefined)	-8	-197	-9	0	1.1	4	-0.8	-0.018	2
O=C(OCn1cncn1)c1ccc(Cl)cc1Cl	-4	12	-4	28	2.7	2	0.5	-2.2	-29
CC1C(=O)NC(=O)C1c1ccccc1 (centres undefined)	-5	0	-1	6	0.9	-4	0.5	0.091	-14
Cc1cc(C)c(NC(=S)NC(=O)c2c(Cl)c(C)nn2C)c([N+](=O)[O-])c1	0	14	1	30	-1.7	3	0.2	42*	3
Cn1cnnc1SCC(=O)NC1CCCc2ccccc21 (centres undefined)	-30	-24	-1	11	0.0	6	0.1	1.1	-25
COc1ccc(OC)c(C2C(C(=O)c3cc4ccccc4o3)=C(O)C(=O)N2c2cc(C)on2)c1 (centres undefined)	-14	-32	-11	10	-1.2	0	0.3	-0.96	-5
CCn1c(CCNC(=O)c2ccc(F)cc2)nc2ccccc21	-1	-33	-2	29	1.4	-7	0.4	0.2	-39
O=C1S/C(=C\c2ccc(O)c([N+](=O)[O-])c2)C(=O)N1c1ccccc1Cl	4	22	-7	18	5.1	7	2.4	-3.5*	-10
NC(=O)c1ccsc1NC(=O)c1ccc(S(=O)(=O)N2CCCc3ccccc32)cc1	-16	-19	-7	10	2.4	-5	1.1	1.1	-5
CCN1CCN(C(=O)Nc2cccc(C(F)(F)F)c2)CC1	-6	35	1	21	0.8	-4	0.7	-1.3	-13[20 µM]
COC(=O)c1ccc(Sc2nnnn2-c2ccccc2)c([N+](=O)[O-])c1	-2	7	-5	-1	-2.0	2	-1.0	-0.1	-12[20 µM]
COc1ccc(CCNS(=O)(=O)c2cccs2)cc1	-21	-14	6	22	-0.3	-2	-0.5	0.63	-22[20 µM]
CCCCNC(=S)Nc1cc([N+](=O)[O-])ccc1C	2	3	29	25	-1.1	-12	0.4	0.34	1
CCCc1ccc(-c2c(C)sc(NC(=O)c3ccnn3C)c2C#N)cc1	1	-221	-28	-3	-0.3	-4	0.5	0.64	0[20 µM]
COC(=O)c1ccc(CN2CCCCC2)cc1	-9	-5	-7	3	1.8	-3	1.3	-0.46	-16
CCOC(=O)N1CCN(C(=O)CSCC(=O)Nc2nc(-c3ccc4c(c3)OCO4)cs2)CC1	1	-8	39	-8	1.7	0	-0.3	.	-2
CCNc1nc(Oc2ccc(OC)cc2)cc(C(F)(F)F)n1	-4	-7	-7	8	-1.9	-6	-0.8	-0.041	-18
CC(=O)NC(Cc1ccccc1C)C(=O)NC1CCN(c2ncccc2[N+](=O)[O-])CC1 (centres undefined)	25	-2	-4	-18	0.0	-6	1.2	-0.69	-17
CC1=CC(=C(C#N)c2nc3ccccc3s2)C=C(C)N1c1ccc(F)cc1	180*	-41	0	14	1.7	-11	0.5	-0.94	-13
Cc1onc(-c2ccccc2Cl)c1C(=O)Nc1nnc(Cc2ccc(Cl)cc2)s1	-8	-48	-2	4	0.8	-3	0.8	1.3	0[20 µM]
CN(C(=O)COC(=O)CNC(=O)C12CC3CC(CC(C3)C1)C2)C1CCS(=O)(=O)C1 (centres undefined)	-3	-4	25	40	-1.1	-10	0.8	0.59	-8
Cc1cc(C)n2nc(C(=O)Nc3nnc(C4CC4)s3)nc2n1	-7	-25	-11	11	-0.5	0	0.8	0.034	-12[20 µM]
O=c1oc2ccccc2c2c1nnn2CCO	-2	-2	-4	17	-0.5	1	-0.4	-1.9	-2
